# CHO parental Ca: ATP-evoked calcium signal inhibitors, parental CHO, primary screen, counter-screen for OX1R antagonist project, cell-based, fluorescence, Fluo-8 calcium dye | inhibition, % at 5.6 µM | parental CHO-K1, ATP-induced calcium, Fluo-8 fluorescence | AID 463079, 2010 | 330,000 tested, 0.63% active;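 active means inhibition above that plate's mean sample inhibition plus 3 SD, cut at about 26% in these data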;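 further: 0% = ATP-challenged DMSO wells and 100% = DMSO wells without ATP; some compounds past the cut are filed as inactive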
#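 Material – parental CHO cells · Reagent – ATP stimulus · Compound – single nominal dose of 5.6 µM per compound · Detection – Fluo-8 fluorescence · Read-out basis – percent inhibition of calcium signal · Controls – ATP-challenged DMSO wells low, unchallenged DMSO wells high · Repeats – no replicates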
# OXTR ag: human OXTR agonists, primary screen, fluorescence, CHO-OTR cells, Fluo-8 calcium; 320,000 tested, 0.32% active; activation, % at 3 µM; Oxytocin receptor (Homo sapiens), P30559; Fluo-8 calcium fluorescence; normalized: DMSO 0%, oxytocin 100%;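 active means activation above the mean of all tested compounds plus 3 SD, cutoff set per screening run, cut at about 20% in these data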;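 further: peak over basal fluorescence ratio from a 100 s FLIPR kinetic read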
# Target sequence (P30559 whole entry, looked up): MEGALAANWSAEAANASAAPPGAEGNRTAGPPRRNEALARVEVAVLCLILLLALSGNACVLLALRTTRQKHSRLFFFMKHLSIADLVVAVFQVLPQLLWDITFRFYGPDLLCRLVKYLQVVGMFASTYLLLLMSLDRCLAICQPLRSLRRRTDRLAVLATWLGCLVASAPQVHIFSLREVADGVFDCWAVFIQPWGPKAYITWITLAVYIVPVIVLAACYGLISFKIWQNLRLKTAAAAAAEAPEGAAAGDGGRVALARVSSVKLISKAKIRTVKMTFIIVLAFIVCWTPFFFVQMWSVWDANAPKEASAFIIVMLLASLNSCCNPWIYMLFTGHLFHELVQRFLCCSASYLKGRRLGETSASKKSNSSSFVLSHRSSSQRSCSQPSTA
# GPR7 antag: GPR7 receptor antagonists, primary screen, cell-based, fluorescence, single concentration; Neuropeptides B/W receptor type 1 (Homo sapiens), P48145; GPR7-expressing cells, fluorescence antagonist assay; inhibition, % at 4.4 µM; 290,000 tested, 1.1% active; in the data active means inhibition above about 16%, passing the limit was not always enough;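 further: cells stimulated with the agonist NPW; 0% = agonist with vehicle and 100% = vehicle without agonist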
# Target sequence (P48145 whole entry, looked up): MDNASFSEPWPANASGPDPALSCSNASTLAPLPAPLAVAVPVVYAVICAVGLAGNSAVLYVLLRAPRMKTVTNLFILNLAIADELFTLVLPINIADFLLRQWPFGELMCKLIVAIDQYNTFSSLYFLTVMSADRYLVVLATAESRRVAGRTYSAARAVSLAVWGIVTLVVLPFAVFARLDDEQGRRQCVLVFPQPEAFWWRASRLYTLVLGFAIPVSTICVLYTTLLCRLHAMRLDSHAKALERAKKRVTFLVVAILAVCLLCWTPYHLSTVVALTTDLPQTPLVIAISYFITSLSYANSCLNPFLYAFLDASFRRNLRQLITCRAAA
# M1 ag parental: counter-screen for M1 agonists: effect in parental CHO-K1 cells | Fluo-8 calcium fluorescence; scaled to maximal ATP response, vehicle zero | activation, % at 3 µM | 360,000 tested, 0.48% active; in the data active means activation above about 15%;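 further: untransfected CHO-K1 host cells lacking M1 receptor as counterscreen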
# V1aR counter: agonists of human V1a receptor, primary screen, counter-screen for OXTR agonist project, fluorescence, CHO-V1R cells; Vasopressin V1a receptor (Homo sapiens), P37288; 320,000 tested, 0.25% active; AID 2797, 2010; activation, % at 3 µM; Fluo-8 calcium fluorescence, agonist mode; 0% DMSO, 100% 3 nM vasopressin;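 active means activation above the mean activation of all tested compounds plus 3 SD, per screening run, cut at about 20% in these data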;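 further: signal is peak over basal fluorescence ratio across a 100 second FLIPR read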
# M1 PAM parental: nonselective calcium activators in parental CHO-K1 cells, primary screen, counter-screen for M1 PAM project, cell-based, Fluo-8 calcium fluorescence, full deck, 1536-well. ATP EC20; 0% at ATP EC20, 100% at ATP max. activation, % at 3 µM. 360,000 tested, 0.02% active. AID 602247, 2012;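 active means activation above the run cutoff, the mean activation of all test compounds plus 3 SD, cut at about 40% in these data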;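 further: peak over basal fluorescence ratio in a 140 s read after ATP addition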
# TAAR1 antag: human TAAR1 antagonists, primary screen, Fluo-8 calcium fluorescence, CHO RD-HGA16 cells | Trace amine-associated receptor 1 (Homo sapiens), Q96RJ0 | antagonist | inhibition, % at 3 µM | 360,000 tested, 1.5% active;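 active means inhibition above a per-plate cutoff, the mean inhibition of test compounds on that plate plus 3 SD, cut at about 49% in these data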;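 further: 0% = DMSO plus EC80 beta-PEA response and 100% = DMSO alone without agonist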
# Target sequence (Q96RJ0 whole entry, looked up): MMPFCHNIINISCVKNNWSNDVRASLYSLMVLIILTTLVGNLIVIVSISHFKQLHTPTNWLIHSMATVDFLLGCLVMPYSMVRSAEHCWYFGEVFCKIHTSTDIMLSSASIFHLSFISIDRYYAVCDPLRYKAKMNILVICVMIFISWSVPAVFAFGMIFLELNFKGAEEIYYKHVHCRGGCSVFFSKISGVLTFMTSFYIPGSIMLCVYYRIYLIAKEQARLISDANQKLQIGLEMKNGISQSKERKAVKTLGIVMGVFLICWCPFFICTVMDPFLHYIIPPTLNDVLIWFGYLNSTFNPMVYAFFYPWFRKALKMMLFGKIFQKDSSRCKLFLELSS
#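 Test system: hTAAR1-expressing CHO RD-HGA16 cells, Gα16-coupled; Probe or stimulus: EC80 β-phenethylamine stimulus; Compound dosing: single nominal final test compound concentration of 3 µM; Timing: 140 s kinetic read after compound, 140 s after agonist; Signal: Fluo-8 calcium-sensitive fluorescence; Measure: % inhibition of agonist calcium response; Controls: DMSO and EC80 PEA controls.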
# OXTR potentiator: human OXTR potentiators, primary screen, fluorescence, CHO-OTR cells, Fluo-8 calcium; Oxytocin receptor (Homo sapiens), P30559; Fluo-8 calcium fluorescence, potentiator mode; 0% = oxytocin EC15, 100% = EC100; activation, % at 3 µM; 320,000 tested, 0.061% active; AID 2445, 2010;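 active means activation above that plate's cutoff, the mean activation of tested compounds plus 3 SD, cut at about 6.6% in these data, passing the limit was not always enough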;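 further: 100% uses oxytocin at 75 nM as the full agonist control; some results filed as inactive read as strong as hits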
#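 Assay system: CHO cell line stably expressing human OTR. Reagent: EC15 oxytocin agonist. Dosing: single dose, 3.0 µM nominal final compound concentration. Timing: compound 6 min at room temperature before oxytocin, 100 s read. Signal: kinetic Fluo-8 calcium fluorescence. Controls: oxytocin EC15 low and EC100 high.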
# CHO-K1 Ca antag: M1 antagonist counterscreen hit in parental CHO-K1 cells | ATP-induced calcium, Fluo-8 fluorescence | inhibition, % at 3 µM | 360,000 tested, 0.6% active | AID 602250;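 active means inhibition above a per-plate cutoff, the plate's mean sample inhibition plus 3 SD, cut at about 24% in these data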;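 further: 0% = DMSO plus EC80 ATP and 100% = DMSO alone without ATP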
# Active calls of the source: *; · = no result given.
# A first look:
SMILES,CHO parental Ca,OXTR ag,GPR7 antag,M1 ag parental,V1aR counter,M1 PAM parental,TAAR1 antag,OXTR potentiator,CHO-K1 Ca antag
CCc1cc2c(CN3CCN(C)CC3)cc(=O)oc2cc1O,2,4.4,-11,0.0,3.1,11,-1,-14,-2
CC(O)(c1ccc(F)c(F)c1)c1nc(/C=C/c2ccc(C(F)(F)F)cc2)cs1 (stereo not drawn),·,·,·,0.7,·,9,-7,·,-6
N#Cc1ccc(-c2nc3c4ccccc4ccn3c2Cc2ccccc2C(F)(F)F)cc1,·,·,·,0.4,·,8,-31,·,-21
CC(=O)c1ccc(S(=O)(=O)N2CCN(C(=O)c3ccc(COc4ccccc4)o3)CC2)cc1,·,·,·,9.1,·,-15,42,·,2
O/N=C/c1ccnc(SCc2ccc(Cl)cc2)n1,-4,1.2,8,2.2,0.3,4,-37,-13,2
CC1(C)SC(=S)N(NC(=O)Nc2cccc3ccccc23)C1N(O)C(=O)Nc1ccccc1 (stereo not drawn),-22,-1.1,-9,1.9,1.1,7,23,-8,9

# All compounds of this part, from the first entry:
SMILES,CHO parental Ca,OXTR ag,GPR7 antag,M1 ag parental,V1aR counter,M1 PAM parental,TAAR1 antag,OXTR potentiator,CHO-K1 Ca antag
CCc1cc2c(CN3CCN(C)CC3)cc(=O)oc2cc1O,2,4.4,-11,0.0,3.1,11,-1,-14,-2
CC(O)(c1ccc(F)c(F)c1)c1nc(/C=C/c2ccc(C(F)(F)F)cc2)cs1 (stereo not drawn),·,·,·,0.7,·,9,-7,·,-6
N#Cc1ccc(-c2nc3c4ccccc4ccn3c2Cc2ccccc2C(F)(F)F)cc1,·,·,·,0.4,·,8,-31,·,-21
CC(=O)c1ccc(S(=O)(=O)N2CCN(C(=O)c3ccc(COc4ccccc4)o3)CC2)cc1,·,·,·,9.1,·,-15,42,·,2
O/N=C/c1ccnc(SCc2ccc(Cl)cc2)n1,-4,1.2,8,2.2,0.3,4,-37,-13,2
CC1(C)SC(=S)N(NC(=O)Nc2cccc3ccccc23)C1N(O)C(=O)Nc1ccccc1 (stereo not drawn),-22,-1.1,-9,1.9,1.1,7,23,-8,9
CNc1cc(-c2cnn(CC(C)C)c2)ncn1,·,·,·,0.1,·,-3,-11,·,-2
Cc1ccccc1OCC(=O)N/N=C/c1ccccn1,7,-0.2,13,0.8,0.8,17,20,-7,-7
NNC(=O)COc1ncn(-c2ccccc2)n1,1,0.2,0,-0.2,0.8,13,9,-10,4
COc1ccc(-n2c(-c3cccc(C)c3[N+](=O)[O-])n[nH]c2=S)cc1,-6,-0.9,-11,0.5,-0.8,14,-5,-12,-12
Cc1ccc(C(=O)N2CCC(C(=O)NCc3cccnc3)CC2)cc1,6,0.5,0,0.5,0.4,20,-13,-12,-9
CCOC(=O)C1=C(COc2ccccc2)NC(=O)NC1c1ccc(Cl)cc1 (stereo not drawn),-26,-1.5,-1,-0.3,-0.7,18,40,4,-18
Cc1ccccc1-c1nn(-c2ccc(F)cc2F)cc1CNCCCN(C)C,-7,0.3,1,0.3,-0.3,15,-4,-3,-8
CCC1SC(CC)C(=O)N(CC(=O)NCc2ccc(F)cc2)C1=O (stereo not drawn),4,-1.7,-8,1.8,2.1,15,-14,-33,-6
CCOC(=O)c1sc2ccccc2c1OC(=O)c1ccccc1OC,-14,-1.1,1,0.7,-0.8,-12,2,-8,11
CCCN(CC(=O)Nc1ccccc1C)C(=O)Cc1c(C)nc2ccccc2c1C,-29,-1.9,·,-0.1,-0.5,-17,-12,-4,11
COc1ccc(OC)c(C2C3CN(C(C)C)CC=C3C(C#N)=C(N)C2(C#N)C#N)c1 (stereo not drawn),0,4.1,17,3.4,7.3,2,-1,-7,6
O=C1c2ccccc2C(=O)N1CCc1c(-c2[nH]c3ccccc3c2CCN2C(=O)c3ccccc3C2=O)[nH]c2ccccc12,·,·,·,1.2,·,22,2,·,-7
COc1ccc(NC(=O)CNc2ccc(OC)c(S(=O)(=O)N3CCOCC3)c2)cc1,·,·,·,0.8,·,7,0,·,-9
NS(=O)(=O)c1ccc(CCNC(=O)/C=C/c2cccc([N+](=O)[O-])c2)cc1,-4,-0.8,3,-0.2,-0.2,-3,2,-5,16
CCn1c(=O)c2[nH]c(Cl)nc2n(CC)c1=O,·,·,·,0.1,·,12,-13,·,-8
N/C(=N\OC(=O)Cc1ccccc1[N+](=O)[O-])c1ccccn1,-5,1.9,9,0.7,1.7,8,-5,-4,-10
N/C(=N\OC(=O)CC1CCCCC1)c1ccc(Br)cc1,-2,-0.5,-14,0.8,-0.1,5,-6,-6,-9
CCC(=O)N1CCN(c2ccc(NC(=O)c3c(F)c(F)c(OC)c(F)c3F)cc2)CC1,-4,0.1,-1,0.8,1.1,14,20,2,-33
O=C1NCCN1CCNS(=O)(=O)c1ccc(F)c(Cl)c1,-14,0.2,-11,1.3,-0.6,-14,-19,-7,-2

# Retrieved by compound from the entries so far:
SMILES,CHO parental Ca,OXTR ag,GPR7 antag,M1 ag parental,V1aR counter,M1 PAM parental,TAAR1 antag,OXTR potentiator,CHO-K1 Ca antag
N#Cc1ccc(-c2nc3c4ccccc4ccn3c2Cc2ccccc2C(F)(F)F)cc1,·,·,·,0.4,·,8,-31,·,-21
CCOC(=O)c1sc2ccccc2c1OC(=O)c1ccccc1OC,-14,-1.1,1,0.7,-0.8,-12,2,-8,11

# The listing continues:
SMILES,CHO parental Ca,OXTR ag,GPR7 antag,M1 ag parental,V1aR counter,M1 PAM parental,TAAR1 antag,OXTR potentiator,CHO-K1 Ca antag
Cc1ccc(C(=O)CCC(=O)Nc2cccc(C(F)(F)F)c2)cc1C,-21,-0.7,-4,0.4,0.5,10,-4,-8,0
CCCc1n[nH]c(=S)n1Cc1ccco1,-1,-0.2,-7,0.2,0.2,0,-4,-12,0
O=C(CN(CCc1ccccc1)C(=O)c1csnn1)NCc1ccc(F)cc1,-26,0.5,6,3.7,2.4,-1,-6,-11,-2
COc1ccc(OC)c(-c2nc(C(=O)NC3CCN(Cc4ccccc4)CC3)cc3c2[nH]c2ccccc23)c1,-19,0.2,0,-1.0,-0.2,16,-17,-1,-5
NNC(=O)c1ccc(S(=O)(=O)N2CCc3ccccc32)cc1,-10,3.9,3,0.6,6.0,-10,25,-14,0
COc1cc(=O)[nH]c(=O)n1CC(=O)c1ccccc1,-2,0.8,-6,0.1,-0.9,10,-1,-7,-7
CCCn1nnc(NC(=O)Cc2ccccc2)n1,3,-0.2,-3,0.3,-0.5,10,-7,-1,-8
CC1=CC(=C2N=C(c3ccccc3)OC2=O)C=C(C)O1,-11,-0.7,7,-0.3,-0.4,7,3,3,-11
Nc1ncccc1OCc1cccc(C(F)(F)F)c1,-10,2.2,2,8.5,3.9,10,6,-23,-8
CCn1c(SCC(=O)N/N=C/c2ccccc2OCC(=O)O)nnc1-c1ccc(C)cc1,-7,-1.2,-6,0.9,-1.3,14,-8,-3,9
CN(C)CCNC(=O)C(=O)C1C(=O)Nc2ccccc21 (stereo not drawn),1,0.4,4,·,-0.1,·,5,-12,·
Cc1noc(C)c1S(=O)(=O)Nc1ccc(C(=O)N2CCc3ccccc3C2)cc1,3,0.8,-2,1.0,2.0,-4,2,-13,1
C=C(C)C(=O)Nc1cccc(C2=NOC3(C2)C[C@@H](C(N)=O)N(C(=O)/C(C)=C/C)C3)c1 (stereo partly drawn),-10,-0.4,·,0.7,-0.2,19,5,-17,-15
NS(=O)(=O)c1ccc(NC(=O)c2ccc(COc3ccccc3)o2)cc1,4,8.7,2,7.3,6.5,16,48,-12,-7
CN(c1ccccc1C(=O)Nc1cccc(Cl)c1Cl)S(C)(=O)=O,-11,1.9,-11,-0.4,0.7,-6,9,-4,10
O=C(N(c1ccccc1)c1ccccc1)N(c1ccccc1)c1ccccc1,-17,-3.2,-10,-0.2,1.0,-3,-26,-2,-5
CN(CC1CCN(CCc2cccc(C(F)(F)F)c2)CC1)C(=O)c1ccc(F)cc1,-22,-0.8,-1,0.9,0.5,9,-9,-13,3
O=C(Nc1cccc(/C=C/c2ccccn2)c1)c1cc(Cl)ccn1,-9,-1.4,-8,1.0,-0.8,-1,9,-7,-14
O=C1c2ccccc2C(=O)N1c1cccnc1,4,-0.4,1,0.6,0.8,10,-6,-9,-1
CC(Sc1nnc(N)s1)c1ccccc1Cl (stereo not drawn),-11,-0.3,-6,1.1,0.2,14,-6,-12,-16
CC(OC(=O)c1cccc(-n2cnnn2)c1)c1nc2ccccc2c(=O)[nH]1 (stereo not drawn),-15,-0.7,·,-0.2,-0.4,14,1,-6,-11
Cc1ccccc1NC(=O)C(=O)NCCCN1CCOCC1,-5,0.9,-14,0.9,1.5,19,-4,-1,-5
O=C(CSc1nc2nn(-c3ccccc3)c(=O)c-2c2n1CCCCC2)Nc1cccc(F)c1,-20,1.9,·,4.8,0.2,8,20,-9,-27
CCOC(=O)C(CC)Sc1ncnc2nc[nH]c12 (stereo not drawn),4,1.6,-5,0.8,2.6,10,-2,-6,-9
Cc1nc(-c2cccc(NC(=O)c3ccc(Cl)c(S(=O)(=O)N4CCCC4)c3)c2)cs1,·,·,·,7.6,·,10,62*,·,-9
SMILES,CHO parental Ca,OXTR ag,GPR7 antag,M1 ag parental,V1aR counter,M1 PAM parental,TAAR1 antag,OXTR potentiator,CHO-K1 Ca antag
O=c1[nH]c2cccnc2n(CCNc2ncc(C(F)(F)F)cc2Cl)c1=O,-15,-1.8,-8,0.0,-0.5,14,11,-17,-4
Cc1ccc(C(=O)N2CCOCC2)c(F)c1F,-3,0.0,-1,0.6,0.4,-7,14,-4,0
Cc1cc(C=O)c(O)cc1O,-6,1.9,-7,0.6,0.8,-3,7,-1,-18
CC(=O)c1ccc(N=c2scc(C)n2C(C)C)cc1,1,-1.1,-20,0.8,-0.3,-3,-13,2,-8
O=[N+]([O-])c1ccc(N2CCOCC2)c(S(=O)(=O)N2CCOCC2)c1,1,1.1,1,-0.3,1.2,-8,-8,4,7
Cc1noc(C)c1C(c1ccccc1)c1ccccc1,-8,-1.4,-11,4.5,-1.4,9,·,-3,0
